SENP8 block: blocks human SENP8 cleavage of Nedd8 substrate. Q96LD8. recombinant SENP8, Nedd8 substrate fluorescence. inhibition, % at 20 µM. actives 0.64% (n = 360,000). AID 602440; in the data active means inhibition mostly above about 40%, no sharp cut-off; inactive means mostly below about 27%
Target sequence (Q96LD8 whole entry, looked up): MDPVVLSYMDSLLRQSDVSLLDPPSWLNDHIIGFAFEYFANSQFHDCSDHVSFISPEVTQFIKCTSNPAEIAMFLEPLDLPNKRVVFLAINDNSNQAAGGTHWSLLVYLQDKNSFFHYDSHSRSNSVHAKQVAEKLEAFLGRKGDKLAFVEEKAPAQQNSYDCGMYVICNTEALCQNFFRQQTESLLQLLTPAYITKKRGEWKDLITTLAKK
SENP1 inh: SENP1 (human) catalytic domain inhibition. actives 0.21% (n = 360,000). inhibition, % at 10 µM. recombinant SENP1 catalytic domain, CyPet-SUMO1-YPet FRET cleavage. Q9P0U3;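 active means inhibition at least 30% at 10 µM, raw YFP signal under a set limit, fluorescence ratio 0.5 to 1.5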;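 further: 0% = enzyme with DMSO and 100% = no enzyme wells; some results filed as inactive read as strong as hits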
Target sequence (Q9P0U3 419-644 limits assumed): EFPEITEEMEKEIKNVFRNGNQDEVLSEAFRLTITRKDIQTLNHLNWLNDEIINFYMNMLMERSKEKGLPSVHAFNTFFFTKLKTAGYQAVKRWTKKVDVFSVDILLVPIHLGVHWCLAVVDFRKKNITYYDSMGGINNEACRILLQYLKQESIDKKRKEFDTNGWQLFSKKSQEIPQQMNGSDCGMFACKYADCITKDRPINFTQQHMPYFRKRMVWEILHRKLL
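Test system: recombinant human SENP1 catalytic domain, His6-tagged / Medium: pH 8 Tris buffer with EDTA, NaCl, BME, BSA, NP40, catalase / Also added: SUMO1 FRET substrate flanked by Cypet and Ypet, 25 nM / Times: 50 min reaction at room temperature / Signal: FRET, CFP and YFP emission / Control set: no-enzyme low control and enzyme-plus-DMSO high control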
The depositor's hits bear a star.

SMILES	SENP8 block	SENP1 inh
COc1cccc(C(=O)N2CCC[C@H]2C(=O)N2CCC[C@H]2C(=O)NCc2ccccn2)c1	13	1
COC(=O)c1ccc2nc(-c3ccc(Cl)cc3)c(CC3CCCCC3)n2c1	-371	-25
COCCCNC(=O)c1cccc2c(-c3ccc(O)c(OC)c3)coc12	12	1
CCNC(=O)c1cc2c(c(-c3cccc(-c4ccccc4F)c3)n1)[C@H](CCO)N(C(=O)CC)C2	12	2
COc1cc(F)ccc1-c1cc(C(=O)NCc2cccc(Cl)c2)[nH]n1	19	2
CC[C@@H]1Cc2[nH]c(=O)[nH]c(=O)c2[C@H](c2ccc(Cl)cc2)O1	-12	-4
Cn1c(=O)c2cc(NC(=S)NCc3ccccc3F)ccc2n1Cc1cccc(C(F)(F)F)c1	-486	1
Nc1sc(-c2ccccc2)cc1C(=O)NCCN1CCOCC1	-96	-4
CCCCNc1c(-c2ccccn2)nc2nc(C)cc(C)n12	-228	25
N#Cc1ccc(-c2nc3c4ccccc4ccn3c2CC2CCCCC2)cc1	-388	-2
CCc1nc2ccc(C(=O)Nc3cc(-c4ccccc4)ccc3OC)cn2c1N(C)CCCc1ccccc1	20	-19
Cn1c(=O)c2c(-c3ccccc3)n(-c3cc(C(=O)O)ccc3O)cc2n(C)c1=O	-215	2
CCOc1cc(-c2ccccc2)nc2c1CN(S(=O)(=O)c1ccc(C)cc1)C(c1cccc(Cl)c1)C2 (stereo unspecified)	11	0
OC(c1ccccc1)(c1nc(/C=C/c2ccccc2)cs1)C(F)(F)F (stereo unspecified)	9	2
COc1ccc(NC(=O)c2cc(-c3sc(NC(=O)c4ccccc4)nc3C)n(Cc3ccccc3)n2)cc1	-76	1
Nc1nc(N)c2ncn(C3C=CC(CO)C3)c2n1 (stereo unspecified)	3	-2
O=C(NCCN1CCC(n2c(=O)[nH]c3ccccc32)CC1)c1c(F)cccc1F	14	2
CC(C)C[C@H]1CN([C@@H](Cc2ccc(O)cc2)CN2CCC[C@H]2CN2C(=O)C(=O)NC[C@@H]2Cc2ccccc2)C(=O)C(=O)N1CC1CCCCCC1	11	0
COc1cccc(C(=O)Nc2ccc3c(c2)OC[C@H](C)N(C(=O)C2CCCC2)C[C@@H](C)[C@@H](OC)CN(C)C3=O)c1	23	3
Nc1nc2c(Br)ccc(Br)c2cc1C(=O)NCc1cccc2ccccc12	-31	-51
Cc1cccc(N2CCN(C3C(=O)Nc4ccccc4-n4nnnc43)CC2)c1C (stereo unspecified)	8	-4
COc1ccc(C(C)(O)c2nc(-c3cccc(C(=O)O)c3)cs2)cc1 (stereo unspecified)	19	-38
O=C(Nc1nnc([C@@H]2C[C@H](O)[C@@H](CO)O2)s1)Nc1ccccc1C(F)(F)F	13	-1
CCCCNC(=O)C1(C)CCN1C(=O)c1oc2ccccc2c1C (stereo unspecified)	12	3
CCCCOCCCNC(=O)C[C@@H]1C[C@@]2(C(=O)OCC)CCC=C2N(Cc2ccc(Cl)cc2Cl)C1=O	14	2

18 successive records out of the list so far, quoted:
SMILES	SENP8 block	SENP1 inh
Nc1sc(-c2ccccc2)cc1C(=O)NCCN1CCOCC1	-96	-4
CCCCNc1c(-c2ccccn2)nc2nc(C)cc(C)n12	-228	25
N#Cc1ccc(-c2nc3c4ccccc4ccn3c2CC2CCCCC2)cc1	-388	-2
CCc1nc2ccc(C(=O)Nc3cc(-c4ccccc4)ccc3OC)cn2c1N(C)CCCc1ccccc1	20	-19
Cn1c(=O)c2c(-c3ccccc3)n(-c3cc(C(=O)O)ccc3O)cc2n(C)c1=O	-215	2
CCOc1cc(-c2ccccc2)nc2c1CN(S(=O)(=O)c1ccc(C)cc1)C(c1cccc(Cl)c1)C2 (stereo unspecified)	11	0
OC(c1ccccc1)(c1nc(/C=C/c2ccccc2)cs1)C(F)(F)F (stereo unspecified)	9	2
COc1ccc(NC(=O)c2cc(-c3sc(NC(=O)c4ccccc4)nc3C)n(Cc3ccccc3)n2)cc1	-76	1
Nc1nc(N)c2ncn(C3C=CC(CO)C3)c2n1 (stereo unspecified)	3	-2
O=C(NCCN1CCC(n2c(=O)[nH]c3ccccc32)CC1)c1c(F)cccc1F	14	2
CC(C)C[C@H]1CN([C@@H](Cc2ccc(O)cc2)CN2CCC[C@H]2CN2C(=O)C(=O)NC[C@@H]2Cc2ccccc2)C(=O)C(=O)N1CC1CCCCCC1	11	0
COc1cccc(C(=O)Nc2ccc3c(c2)OC[C@H](C)N(C(=O)C2CCCC2)C[C@@H](C)[C@@H](OC)CN(C)C3=O)c1	23	3
Nc1nc2c(Br)ccc(Br)c2cc1C(=O)NCc1cccc2ccccc12	-31	-51
Cc1cccc(N2CCN(C3C(=O)Nc4ccccc4-n4nnnc43)CC2)c1C (stereo unspecified)	8	-4
COc1ccc(C(C)(O)c2nc(-c3cccc(C(=O)O)c3)cs2)cc1 (stereo unspecified)	19	-38
O=C(Nc1nnc([C@@H]2C[C@H](O)[C@@H](CO)O2)s1)Nc1ccccc1C(F)(F)F	13	-1
CCCCNC(=O)C1(C)CCN1C(=O)c1oc2ccccc2c1C (stereo unspecified)	12	3
CCCCOCCCNC(=O)C[C@@H]1C[C@@]2(C(=O)OCC)CCC=C2N(Cc2ccc(Cl)cc2Cl)C1=O	14	2

Following part
SMILES	SENP8 block	SENP1 inh
Cc1cccc(C)c1N1C(=O)c2ccccc2NC(=O)C1C(=O)NCCOc1ccccc1 (stereo unspecified)	-23	3
COCOc1cccc(CN2CCC(C)(Oc3ccc(SC)cc3)C2)c1 (stereo unspecified)	9	3
CCCCCCCCN1C(=O)[C@H](CC(=O)N2CCCC2)C[C@@]2(C(=O)OC)CC(C)(C)CC=C12	21	1
COCCN(Cc1ccc(OC)cc1)c1c(C)nc2ccc(C(=O)NCCc3c[nH]c4ccccc34)cn12	10	1
O=C1NC[C@@H](CCCCN2C[C@H](Cc3ccccc3)N(CC3CCCCC3)C(=O)C2=O)N(CCc2ccccc2)C1=O	12	1
CCc1nc2c(OCc3cc(Cl)cc(Cl)c3)cccn2c1N(C)C(=O)c1cccc(OC)c1	-7	-5
CCCCN(CCCC)Cc1cc(=O)oc2cc(C)c(Cl)cc12	6	-5
COc1cc2oc(=O)cc(CN3CCN(C(C)=O)CC3)c2cc1Cl	-46	-1
CC(=O)NC(c1ccccc1)c1nc(-c2cccc(C(=O)O)c2)cs1 (stereo unspecified)	-2	2
CCCNC(=O)C1(C)CCCN(C(=O)c2cccc(C(F)(F)F)c2)C1 (stereo unspecified)	14	2
Cc1cccc(CNC(=O)c2sc(=O)n(Cc3ccc(S(C)(=O)=O)cc3)c2C)c1	5	-5
O=C(NCc1cccc(C(F)(F)F)c1)C1C(=O)Nc2ccccc2C(=O)N1C1CCCC1 (stereo unspecified)	-94	3
O=C(NCC1CCOCC1)c1cccc2c(-c3cccnc3)coc12	5	2
Cc1ccc(CN2C(=O)CSCC2(C)C(=O)NCc2ccccc2)cc1 (stereo unspecified)	27	3
CCC(c1nnnn1-c1ccc2c(c1)OCCO2)N1CCN(c2cc(C)ccc2C)CC1 (stereo unspecified)	20	1
CCCNC(=O)C1(C)CCN(C(=O)c2cc(C)nn2C(C)(C)C)C1 (stereo unspecified)	-2	-1
CC(C)C[C@H]1COc2cc(N(C)CCO)ccc2S(=O)(=O)N1	12	2
CN(C)c1ccc(CC(=O)N2CCCC(c3cc(C(=O)Nc4ccc5c(c4)OCO5)no3)C2)cc1 (stereo unspecified)	12	-1
Cc1ccc2nc(-c3ccccc3)c(CC3CCCCC3)n2c1	-80	-12
COc1ccc(-c2coc3c(C(=O)NCc4ccco4)cccc23)c(C)c1	4	-1
COc1cc(C(=O)c2cc3c(cc2C)OCO3)cc(OC)c1OC	13	-1
CC(C)(C)Cc1c(-c2ccc(Cl)cc2)nc2c(Cl)cc(C(F)(F)F)cn12	8	3
CCCS(=O)(=O)NC(=O)C1(C)CCN(C(=O)c2ccco2)C1 (stereo unspecified)	2	0
CC(O)(c1ccccc1)c1nc(-c2ccccc2)cs1 (stereo unspecified)	6	-2
OC(c1ccccc1)c1nc(-c2cncnc2)cs1 (stereo unspecified)	8	1

Next structures follow.
SMILES	SENP8 block	SENP1 inh
CCCNC(=O)c1cc(C2CCCN(C(=O)c3ccc4ccccc4c3)C2)on1 (stereo unspecified)	11	0
COc1ccc(NC(=O)c2cc(C3CCCCN3C(=O)c3ccc(Cl)cc3)on2)c(C)c1 (stereo unspecified)	3	1
CC(=O)c1ccc2c(c1)N(Cc1ccc3ccccc3c1)C(=O)C(C)S2 (stereo unspecified)	10	1
CC(C)(C)NC(=O)C1c2ccccc2OCC(=O)N1Cc1cccnc1 (stereo unspecified)	11	3
CCCCCCn1cc(CN2CC(N3CCSCC3)CS2(=O)=O)nn1 (stereo unspecified)	6	-1
COCCNC(=O)C1(C)CCCN(C(=O)c2cccc(OC(F)(F)F)c2)C1 (stereo unspecified)	8	0
OC(c1ccc(Cl)cc1)c1ncc(-c2ccccc2F)[nH]1 (stereo unspecified)	20	-2
COc1cc(N)ccc1Nc1c2ccccc2nc2ccccc12	-219	-26
COc1ccccc1OCCCN1CCC(C(O)(c2ccccc2)c2ccccc2)CC1	18	2
CCc1nc2c(OCCC3CCCCC3)cccn2c1N(C)C(=O)c1ccc(C)cc1	21	-1
COc1ccc(CN2C[C@@H](CO)O[C@@H](n3cnc4c(NCc5ccc(F)cc5)ncnc43)C2)cc1	9	4
CCOC(=O)C1=C[C@@H](C(C)(C)C)N(S(=O)(=O)c2ccc(C)cc2)[C@H]1c1ccc(OC)cc1	21	1
CC1CCC(NC(=O)c2[nH]c(C(F)(F)F)nc2-c2ccccc2)CC1 (stereo unspecified)	17	2
Cc1cccc(C)c1NC(=O)C1c2ccccc2OCC(=O)N1Cc1ccco1 (stereo unspecified)	8	-1
CCOC(=O)C1(C)CCN1C(=O)c1cccc(OC(F)(F)F)c1 (stereo unspecified)	10	-1
CN(C)c1ccc(-c2[nH][nH]c(=O)c2NC(=O)c2ccccn2)cc1	-356	2
Cc1ccc(S(=O)(=O)N2[C@H](c3ccc(Cl)cc3)CC(=O)[C@@H]3CN(S(=O)(=O)c4ccccc4C)[C@H](c4ccc(Cl)cc4)C[C@@H]32)cc1	8	2
CCOC(=O)C1(C)CCCCCN1C(=O)c1ccc(OC)c(C(F)(F)F)c1 (stereo unspecified)	8	3
CSCCC(C(=O)Nc1c(C)cccc1C)n1c(-c2ccc(C(F)(F)F)cc2)nc2ccccc21 (stereo unspecified)	-28	-1
COC(=O)c1ccc(CN2C(=O)C(Cc3ccccc3)ON=C2c2ncccc2C)o1 (stereo unspecified)	10	-5
COc1ccccc1CNc1nc(NCCOc2ccccc2Cl)c2sccc2n1	-21	-2
CC(=O)Nc1ccc(CNc2nc(NCC3CC3)nc3ccsc23)cc1	-42	-3
COC(=O)[C@]12CCCCC=C1N(CCC1=CCCCC1)C(=O)[C@H](CC(=O)NCc1ccc(C)o1)C2	15	-2
CCCS(=O)(=O)NC(=O)C1(C)CCN(C(=O)c2c(F)cccc2F)C1 (stereo unspecified)	12	2
O=C(NCc1ccccc1)c1cc(C2COCCN2C(=O)c2cccs2)on1 (stereo unspecified)	20	0

(next part)
SMILES	SENP8 block	SENP1 inh
CCCCn1nnnc1C(c1ccccc1)N1CCN(c2ccccc2)CC1 (stereo unspecified)	15	2
CN(Cc1ccco1)C(=O)CC[C@H]1O[C@@H](n2ccc(=O)[nH]c2=O)[C@H](O)[C@@H]1O	21	0
COC(=O)[C@]12CCCCC=C1N(Cc1ccccc1)C(=O)[C@H](CC(=O)N1CCSCC1)C2	15	1
COC(=O)C[C@@H]1C=C[C@@H](NS(=O)(=O)c2ccccc2OC)[C@@H](CO)O1	10	1
CC(C)NC(=O)C1(C)CCN1C(=O)C1(c2ccccc2)CCCC1 (stereo unspecified)	13	0
CC1(C(=O)NS(=O)(=O)c2ccc(Br)cc2)CCN1C(=O)CC1CCCCC1 (stereo unspecified)	12	1
Cc1ccccc1C(=O)N1CCC[C@H]1C(=O)N1CCC[C@H]1C(=O)NCc1ccccn1	16	2
CC1(C(=O)NS(=O)(=O)c2cccc(C#N)c2)CCN1C(=O)CC1CC1 (stereo unspecified)	7	3

Some of the entries so far, in CSV form.
structure,SENP8 block,SENP1 inh
COC(=O)[C@]12CCCCC=C1N(Cc1ccccc1)C(=O)[C@H](CC(=O)N1CCSCC1)C2,15,1
COC(=O)C[C@@H]1C=C[C@@H](NS(=O)(=O)c2ccccc2OC)[C@@H](CO)O1,10,1
CC(C)NC(=O)C1(C)CCN1C(=O)C1(c2ccccc2)CCCC1 (stereo unspecified),13,0

Compound activity: PubChem BioAssay, Sanford-Burnham Center for Chemical Genomics

The list is partial; the hit share may differ from the screen's.
